Screening results deposited in PubChem BioAssay by National Center for Advancing Translational Sciences (NCATS).
LDHA block: inhibitors of human lactate dehydrogenase A; P00338; purified LDHA, NADH/diaphorase-resazurin fluorescence; stronger effect = lower value; activity change, % (values are at about 110 or 230 µM); 480,000 compounds, 0.15% hits; in the data active = activity change below about -30%; inconclusive = mostly about -25% to -30%;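 also: plate controls were DMSO wells for no effect and wells without enzyme for full effect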
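Enzyme activity of human lactate dehydrogenase 5 (2 nM; 0.06 mM NADH, 0.2 mM pyruvate, 5 min, RT) is measured via a resazurin/diaphorase fluorescence readout of residual NADH.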
D2 ag: D2 dopamine receptor (human) agonism; P14416; 340,000 compounds, 0.53% hits; activation, % at 2 µM; HEK293 T-REx D2 cells, calcium flux agonist mode;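 active = activation over 3 SD above normal in the single-dose calcium agonist read, cut at about 30% in these data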; also: 0% is about no effect
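Agonism is scored from calcium flux in a force-coupled, inducible HEK293 cell line expressing D2, read kinetically for 180 s after compound addition against dopamine controls.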
ERG-DNA inh: blocks human ERG Ets domain binding to DNA. Potency, µM (doses to about 76.9 µM), without a hit: at the top dose FP activity, negative = inhibition, usual class: inhibitors. AID 624246. fluorescence polarization, His-ERG Ets domain / labelled DNA. 370,000 compounds, 0.028% hits. P11308; active = well fitted inhibition curve with a large enough effect in the polarisation, with a control signal flat; inconclusive = small, poorly fitted or top-dose-only effect, or effect the other way, or a change in a side signal; inactive = no such curve, though single readings can be large or run the other way; the % refers to the polarisation;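 also: polarization taken with two DNA probes labelled with fluorescein and Texas red; potency is read from the fitted curve at half-maximal effect; % of control where 0% means no effect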
Target sequence (P11308 whole entry, looked up, the tested form may be a part): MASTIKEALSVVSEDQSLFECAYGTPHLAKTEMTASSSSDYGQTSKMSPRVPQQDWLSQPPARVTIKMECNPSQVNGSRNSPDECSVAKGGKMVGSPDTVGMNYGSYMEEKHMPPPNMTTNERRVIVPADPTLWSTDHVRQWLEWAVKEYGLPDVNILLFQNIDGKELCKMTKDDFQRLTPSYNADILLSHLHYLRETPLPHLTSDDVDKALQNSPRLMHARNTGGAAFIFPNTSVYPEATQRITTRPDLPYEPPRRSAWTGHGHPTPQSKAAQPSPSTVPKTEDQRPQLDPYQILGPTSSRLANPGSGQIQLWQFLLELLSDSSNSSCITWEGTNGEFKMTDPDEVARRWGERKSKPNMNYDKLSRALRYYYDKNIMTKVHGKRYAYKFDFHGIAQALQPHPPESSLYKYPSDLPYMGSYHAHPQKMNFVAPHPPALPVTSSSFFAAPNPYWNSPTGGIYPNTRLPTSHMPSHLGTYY
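His-tagged ERG Ets domain (1 uM in the protein solution; 300mM KCl, 50mM Tris-HCl, 1mM EDTA, 1mM DTT, pH 7.5) received compound, then a probe mix of 5 nM fluorescein-DNA and 100nM Texas-615-DNA. Fluorescence polarization was read for both dyes.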
Glioma ERSR ind: induces the endoplasmic reticulum stress response in human glioma cells. U87-MG GRP78 promoter luciferase reporter, 16 h. Potency, µM, for the others: top-dose activation, most hits filed as activators. 420,000 compounds, 0.02% hits; also: potency is read from the fitted curve at half-maximal effect; series mostly up to about 76 µM; % of control where 0% means no effect; nearly all actives have a fitted effect of over 35% in size
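ERSR induction read as luciferase luminescence (Bright-Glo, 10 min at room temperature) in stably transfected human U87-MG glioma cells exposed to compounds for 16 h, using GRP78 as sensor.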
D2 antagonist: D2 dopamine receptor (human) antagonism | 340,000 compounds, 2% hits | inhibition, % at 10 µM | AID 485344 | HEK293 TREx D2 cells, calcium flux, dopamine EC80; in the data active = inhibition above about 30%; also: 0% is about no effect
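Calcium flux kinetic readout in an inducible HEK293 TREx D2 line plated overnight at 30 C. After 180 s compound exposure, an EC80 dopamine challenge follows with another 180 s kinetic read to detect antagonism.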
RGS4 inh: inhibitors of human regulator of G protein signaling 4; AID 504845; P49798; Potency, µM (doses to about 114 µM), inactives show top-dose activity change, negative = inhibition, usual class: inhibitors; Transcreener GDP fluorescence polarization, RGS4-accelerated GTP hydrolysis; 390,000 compounds, 0.039% hits; also: potency is read from the fitted curve at half-maximal effect; % is scaled to controls: 0 for no effect and ±100 for the full control effect; nearly all actives have a fitted effect of over 75% in size; some results filed as inactive show a strong effect at the top dose
Target sequence (P49798 whole entry, looked up): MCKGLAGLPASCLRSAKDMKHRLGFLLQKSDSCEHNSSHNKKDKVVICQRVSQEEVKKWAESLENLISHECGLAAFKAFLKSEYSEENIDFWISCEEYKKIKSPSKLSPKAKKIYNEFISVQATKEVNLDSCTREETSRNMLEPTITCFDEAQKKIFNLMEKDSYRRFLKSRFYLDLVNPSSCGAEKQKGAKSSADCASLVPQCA
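MLSMR compounds (23 nl, pin-transferred) preincubated 10 min at room temperature with a 500nM (2x) first reagent, then RGS4 at 900nM (2x) plus Transcreener GDP mix added; fluorescence polarization (620/688 nm) read before and after 90 min at 30 °C.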
Vif-APOBEC3G blk: blocks the Vif interaction with human APOBEC3G; Potency, µM (doses to about 46.1 µM), without a hit: at the top dose activity, negative = active, hits mostly inhibitors; Q9HC16; 410,000 compounds, 0.076% hits; HeLa A3G-eYFP + Vif (tagged APOBEC3G with the HIV-1 protein that degrades it), YFP fluorescence, overnight; AID 602310;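 also: potency is read from the fitted curve at half-maximal effect; % is scaled to controls: 0 for no effect and ±100 for the full control effect; nearly all actives have a fitted effect of over 60% in size; hits raise eYFP signal because A3G escapes Vif-driven loss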
Target sequence (Q9HC16 whole entry, looked up): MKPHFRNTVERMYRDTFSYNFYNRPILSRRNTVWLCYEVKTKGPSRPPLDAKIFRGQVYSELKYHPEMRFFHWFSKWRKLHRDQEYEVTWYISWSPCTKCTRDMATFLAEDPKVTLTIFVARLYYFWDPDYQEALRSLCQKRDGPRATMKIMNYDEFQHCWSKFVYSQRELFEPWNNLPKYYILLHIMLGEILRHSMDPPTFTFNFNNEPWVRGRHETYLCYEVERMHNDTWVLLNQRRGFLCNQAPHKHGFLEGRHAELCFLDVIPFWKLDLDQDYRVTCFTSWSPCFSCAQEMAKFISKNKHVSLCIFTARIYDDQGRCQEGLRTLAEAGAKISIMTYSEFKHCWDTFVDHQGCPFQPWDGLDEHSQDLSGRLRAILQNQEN
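Read-out is eYFP fluorescence (Ex 488/Em 500-530) from Vif-expressing HeLa A3G-eYFP cells; more signal means A3G escaped Vif-mediated degradation. Cells plated overnight, compound pinned in, incubated overnight at 37 deg C.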
Vif-A3F inh: blocks the Vif interaction with APOBEC3F. HeLa A3F-eYFP + Vif (tagged APOBEC3F with the HIV-1 protein that degrades it), YFP fluorescence increase. Potency, µM (series often up to 46.1 µM), for the others: at the top dose activity, negative = active. 390,000 compounds, 0.2% hits. AID 602313; also: potency is read from the fitted curve at half-maximal effect; % of control where 0% means no effect; nearly all actives have a fitted effect of over 65% in size
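Fluorescence increase (Ex 488/Em 500-530) after overnight compound treatment at 37 deg C flags inhibition of Vif-driven A3F-eYFP loss in stable HeLa A3F-eYFP/Vif cells seeded overnight beforehand.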
ALOX12 inh: blocks human arachidonate 12S-lipoxygenase. purified 12hLO, xylenol orange hydroperoxide absorbance. Potency, µM (top dose mostly 108 µM), for inactives: top-dose activity change, negative = inhibition, most hits filed as inhibitors. 580,000 compounds, 1.1% hits. AID 1671190; also: potency is read from the fitted curve at half-maximal effect; % is scaled to controls: 0 for no effect and ±100 for the full control effect
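Purified human 12hLO (150 nM final) in 25 mM Hepes, 0.01% Triton X-100, pH 7.0 was preincubated 15 min at room temperature with compound. Then 40 uM arachidonic acid was added, 30 min. Hydroperoxide was read by Fe-XO absorbance ratio 573/405 nm.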
Starred values were filed as active, the others as inactive; & = joins results of further samples; [ ] = remark or other dose. Unless noted, calls follow the shape of the dose curve; as a rule, active = well fitted curve in the direction sought with a large enough effect; inconclusive = small, poorly fitted or top-dose-only effect, or another doubt; inactive = no such curve, though single readings can be large; an effect the other way counts as inactive or inconclusive. This is a subset; the hit share may differ from the screen's.

`O=C(NCCCN1CCCC1)c1[nH]c(C(F)(F)F)nc1-c1ccccc1` gave LDHA block -3, Glioma ERSR ind -4%, Vif-APOBEC3G blk 2% and ALOX12 inh -8%.
Screening Cc1cc(C)c(C(=O)Nc2ccc3c(c2)OCCO3)c(C)c1 returned LDHA block -3, Glioma ERSR ind 5%, Vif-APOBEC3G blk -4%, Vif-A3F inh -1% and ALOX12 inh 6%.
For CCN1CCN(CC#CCOc2ccccc2OC)CC1 the results were LDHA block inconclusive, D2 ag -2.0, ERG-DNA inh -2%, Glioma ERSR ind -5%, D2 antagonist -14, RGS4 inh 6%, Vif-APOBEC3G blk -3%, Vif-A3F inh -5% and ALOX12 inh inconclusive.
CC12CCC(C)(O1)C1C(=O)N(c3nccs3)C(=O)C12 (stereo not drawn) was read as LDHA block -3, ERG-DNA inh -1%, Glioma ERSR ind -1%, RGS4 inh -6%, Vif-APOBEC3G blk -4%, Vif-A3F inh -8% and ALOX12 inh 1%.
Screening CCOC(=O)NC(=O)CSc1cc(C)c2cc(C)cc(C)c2n1 returned LDHA block -9, D2 ag 0.2, ERG-DNA inh 0%, Glioma ERSR ind -3%, D2 antagonist 1, RGS4 inh 1%, Vif-APOBEC3G blk -8%, Vif-A3F inh -3% and ALOX12 inh 1%.
Screening O=C(c1cnc2n(c1=O)CCS2)N1CCN(C(c2ccccc2)c2ccc(Cl)cc2)CC1 (stereo not drawn) returned LDHA block -4, D2 ag -0.9, ERG-DNA inh 16%, Glioma ERSR ind -1%, D2 antagonist 5, RGS4 inh 22%, Vif-APOBEC3G blk -3% and Vif-A3F inh -8%.
CCc1ccc(C(=O)NNC(=O)CCC2CCCCC2)cc1 was read as LDHA block -6, D2 ag 0.0, ERG-DNA inh -4%, Glioma ERSR ind 1%, D2 antagonist -23, RGS4 inh 8%, Vif-APOBEC3G blk -1%, Vif-A3F inh -8% and ALOX12 inh 11%.
Clc1ccc2c(N/N=C/c3cccc(Br)c3)ccnc2c1 was read as LDHA block -7, D2 ag -0.2, ERG-DNA inh 1%, Glioma ERSR ind -2%, D2 antagonist -2, RGS4 inh -47%, Vif-APOBEC3G blk inconclusive, Vif-A3F inh -2% and ALOX12 inh inconclusive.
`Cc1ccc(C)c(S(=O)(=O)N2CCCOC2CNC(=O)C(=O)NCCCN2CCOCC2)c1` (stereo not drawn) gave LDHA block -8, ERG-DNA inh 2%, Glioma ERSR ind -1%, RGS4 inh 14%, Vif-APOBEC3G blk 1%, Vif-A3F inh 1% and ALOX12 inh 0%.
Cc1nnc(NC(=O)CS(=O)(=O)Cc2ccccc2)s1 was read as LDHA block -1, D2 ag 0.3, ERG-DNA inh 13%, Glioma ERSR ind -1%, D2 antagonist -8, RGS4 inh 22%, Vif-APOBEC3G blk -6%, Vif-A3F inh 20% and ALOX12 inh -24%.
`Cc1cc(C)n2cc(CSCc3ccccc3)nc2n1` gave LDHA block 3, D2 ag -1.6, ERG-DNA inh -13%, Glioma ERSR ind -1%, D2 antagonist -4, RGS4 inh 15%[11.4 µM], Vif-APOBEC3G blk -1%, Vif-A3F inh 2% and ALOX12 inh -11%.
Screening Cc1ccccc1OCC(=O)Nc1ccc2c(c1)OCO2 returned LDHA block 2, D2 ag -0.4, ERG-DNA inh 10%, Glioma ERSR ind -4%, D2 antagonist -1, RGS4 inh 1%, Vif-APOBEC3G blk -6%, Vif-A3F inh 0% and ALOX12 inh -14%.
For O=C(NCCCCc1ccccc1)C1CCCC1 the results were LDHA block -1, D2 ag -0.9, ERG-DNA inh 1%, Glioma ERSR ind 2%, D2 antagonist -4, RGS4 inh -15%, Vif-APOBEC3G blk 2%, Vif-A3F inh 8% and ALOX12 inh 12%.
`N#Cc1ccccc1OCC(=O)NC(=O)NCc1ccccc1` gave LDHA block -12&-4, ERG-DNA inh 3%, Glioma ERSR ind -2%, RGS4 inh -24%, Vif-APOBEC3G blk 6%, Vif-A3F inh 11% and ALOX12 inh inconclusive.
N#CC1=C(N)N(c2ccccc2)C2=C(C(=O)CCC2)C1c1ccsc1 (stereo not drawn) was read as LDHA block 27, D2 ag 0.1, ERG-DNA inh -9%, Glioma ERSR ind -3%, D2 antagonist -11, RGS4 inh -4%, Vif-APOBEC3G blk 2%, Vif-A3F inh -2% and ALOX12 inh inconclusive.

Reprinted from the part before: 2 compounds, then new ones.
`N#Cc1ccccc1OCC(=O)NC(=O)NCc1ccccc1` gave LDHA block -12&-4, ERG-DNA inh 3%, Glioma ERSR ind -2%, RGS4 inh -24%, Vif-APOBEC3G blk 6%, Vif-A3F inh 11% and ALOX12 inh inconclusive.
N#CC1=C(N)N(c2ccccc2)C2=C(C(=O)CCC2)C1c1ccsc1 (stereo not drawn) was read as LDHA block 27, D2 ag 0.1, ERG-DNA inh -9%, Glioma ERSR ind -3%, D2 antagonist -11, RGS4 inh -4%, Vif-APOBEC3G blk 2%, Vif-A3F inh -2% and ALOX12 inh inconclusive.
`CCOC(=O)CNC(=O)CSc1nccn1Cc1ccco1` gave LDHA block -9, D2 ag 1.0, ERG-DNA inh 6%, Glioma ERSR ind -3%, D2 antagonist -10, RGS4 inh -15%, Vif-APOBEC3G blk 0%, Vif-A3F inh 2% and ALOX12 inh 9%.
`CCCN(CCC)CCCNC(=O)Cn1cc2c(n1)-c1c(oc(C(=O)N3CCCC3)c1C)CC2` gave LDHA block 14, D2 ag 0.2, ERG-DNA inh -10%, Glioma ERSR ind -2%, RGS4 inh 0%, Vif-APOBEC3G blk 5%, Vif-A3F inh 8% and ALOX12 inh -18%.
CCOC(=O)c1c(-c2ccc(C)cc2)csc1/N=C(\C)C1=C(O)c2ccccc2C1=O was read as LDHA block 5, D2 ag -1.6, ERG-DNA inh -1%, Glioma ERSR ind 1%, D2 antagonist -4, RGS4 inh -1%, Vif-APOBEC3G blk -11%, Vif-A3F inh -20% and ALOX12 inh inconclusive.
For CCOc1ccccc1CNS(=O)(=O)c1ccc2[nH]c(=O)sc2c1 the results were LDHA block 0, D2 ag -0.3, ERG-DNA inh 5%, Glioma ERSR ind -1%, D2 antagonist -12, RGS4 inh -1%, Vif-APOBEC3G blk 0%, Vif-A3F inh 3% and ALOX12 inh 0%.
`CSc1nnc(N2C(=O)C(O)=C(C(=O)c3ccc(C)o3)C2c2ccc(C)cc2)s1` (stereo not drawn) gave LDHA block -2, D2 ag 0.4, ERG-DNA inh 8%, Glioma ERSR ind -1%, D2 antagonist 9, RGS4 inh 12%, Vif-APOBEC3G blk 1%, Vif-A3F inh 8% and ALOX12 inh inconclusive.
`Cc1c(Cl)cccc1NC(=S)N1CCN(S(=O)(=O)c2cccs2)CC1` gave LDHA block -5, D2 ag 3.2, ERG-DNA inh 4%, Glioma ERSR ind -3%, D2 antagonist 10, RGS4 inh -4%, Vif-APOBEC3G blk 3%, Vif-A3F inh 10% and ALOX12 inh -10%.
For Cc1c(C(=O)N2CCN(C)CC2)oc2ccc(Br)cc12 the results were LDHA block -15, ERG-DNA inh 6%, Glioma ERSR ind 1%, D2 antagonist 14, RGS4 inh 4%, Vif-APOBEC3G blk 5%, Vif-A3F inh 0% and ALOX12 inh 11%.
Screening COC(=O)CSc1nc2sc3c(c2c(=O)n1-c1ccccc1)CCN(C)C3 returned LDHA block 3, D2 ag 0.0, ERG-DNA inh 3%, Glioma ERSR ind -3%, D2 antagonist 3, RGS4 inh 18%, Vif-APOBEC3G blk 1%, Vif-A3F inh -7% and ALOX12 inh inconclusive.
`CCCN(CCC)S(=O)(=O)c1ccc(NS(=O)(=O)c2ccc(F)cc2)cc1` gave LDHA block 3, D2 ag -0.9, ERG-DNA inh 8%, Glioma ERSR ind -5%, D2 antagonist -18, RGS4 inh -24%, Vif-APOBEC3G blk 0%, Vif-A3F inh -4% and ALOX12 inh -21%.
CC1(C)CC(NC(=O)c2ccc(Br)o2)CC(C)(C)N1 was read as LDHA block -13, D2 ag 8.3, ERG-DNA inh 5%, Glioma ERSR ind -4%, D2 antagonist 11, RGS4 inh 12%, Vif-APOBEC3G blk -1%, Vif-A3F inh 1% and ALOX12 inh -2%.
O=C1COc2ccc3ccccc3c2CN1 was read as LDHA block -15, ERG-DNA inh -4%, Glioma ERSR ind -6%, RGS4 inh 42%, Vif-APOBEC3G blk 1% and ALOX12 inh -9%.
COc1cccc(CN2C(=O)C3(SCC(=O)N3c3ccc(F)cc3)c3ccccc32)c1 (stereo not drawn) was read as LDHA block -2, D2 ag 0.1, ERG-DNA inh -5%, Glioma ERSR ind -2%, RGS4 inh 13%, Vif-APOBEC3G blk -2%, Vif-A3F inh 4% and ALOX12 inh -10%.
Screening CC(C)(C)n1nnnc1C(c1cccs1)N(Cc1ccccc1)Cc1cccnc1 (stereo not drawn) returned LDHA block -5, D2 ag -0.2, ERG-DNA inh -4%, Glioma ERSR ind -4%, D2 antagonist -4, RGS4 inh -5%, Vif-APOBEC3G blk 6%, Vif-A3F inh -10% and ALOX12 inh 5%.
For CCOc1ccc(NC(=O)CCN2CCN(S(=O)(=O)c3cc(Cl)ccc3OC)CC2)cc1 the results were LDHA block 2, D2 ag 3.6, ERG-DNA inh 1%, Glioma ERSR ind 1%, D2 antagonist 9, RGS4 inh 27%, Vif-APOBEC3G blk 2%, Vif-A3F inh 0% and ALOX12 inh -6%.
